High-throughput results: PubChem, several laboratories
HSF1 activator: increases HSF-1 driven luciferase reporter signal. NIH3T3-HGL HSF-1 luciferase reporter, MG132, 8 h; 100% = twice DMSO control signal. activation, % at 9 µM. 1.7% of 300,000 active;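 active = mean replicate activation of at least 50% with a set share of replicates each reaching 50%; inconclusive = only one of those two conditions met; inactive = mean below 50% and too few replicates reaching it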;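 note: 0% = median of the neutral control wells and 100% = twice that signal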
aSyn UTR inh: MLPCN primary screen, SNCA 5' untranslated region; alpha-synuclein 5'UTR reporter, inhibitor activity; 0.82% of 300,000 active; inhibition, % (tested at 7.5 µM); in the data active = inhibition above about 60%; inconclusive = no clear call, values can overlap the other calls;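 note: H4 neuroglioblastoma cells stably carrying SNCA 5'UTR luciferase fusion; 0% = DMSO wells and 100% = positive control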
GSK3B inh: blocks human GSK3beta kinase activity | activity score (negative = inhibition), % at 10 µM | GST-GSK3beta kinase, ADP-Glo luminescence, 60 min; hits give low values | 0.038% of 300,000 active | P49841;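 active = more than half of replicate wells score below -50%, meaning over 50% inhibition versus plate controls; inconclusive = some replicates but at most half score below -50%; inactive = no replicate scores below -50%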;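 note: 0% = median DMSO wells and -100% = median GW8510 positive control wells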
Target sequence (P49841 whole entry, looked up): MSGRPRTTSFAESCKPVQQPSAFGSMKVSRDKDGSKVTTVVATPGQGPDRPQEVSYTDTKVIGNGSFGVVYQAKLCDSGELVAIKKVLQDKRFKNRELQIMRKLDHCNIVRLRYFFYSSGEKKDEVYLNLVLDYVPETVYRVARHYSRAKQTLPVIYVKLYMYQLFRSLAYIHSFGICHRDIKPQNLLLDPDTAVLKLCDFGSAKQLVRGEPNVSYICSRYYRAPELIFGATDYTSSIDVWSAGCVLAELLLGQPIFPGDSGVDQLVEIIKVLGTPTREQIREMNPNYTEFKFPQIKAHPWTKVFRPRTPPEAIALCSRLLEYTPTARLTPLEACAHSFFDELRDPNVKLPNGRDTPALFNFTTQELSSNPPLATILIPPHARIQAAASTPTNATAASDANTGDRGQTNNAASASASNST
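Assay system: GST-tagged human GSK3beta kinase, cell-free; Input: 1.6 ng GSK3beta; Medium: Tris/MgCl2 kinase buffer; Timing: 60 min enzyme reaction, room temperature; Signal: ADP-Glo luminescence quantifying ADP generated by kinase; Evaluation: score relative to plate controls; Benchmarks: DMSO neutral wells and GW8510 at 20 µM as positive.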
HIF activator: HIF pathway transcriptional activation; AID 1910; activation, % at 7.5 µM (by protocol); U2OS HRE-luciferase reporter, luminescence; normalized: DMSO 0%, desferrioxamine 100%; 0.32% of 300,000 active;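 active = mean activation of at least 10% of the iron chelator positive control signal, with at least half of replicates also reaching 10%; inconclusive = mean and replicate majority disagree about reaching 10%; inactive = mean and most replicates under 10%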
GSK3A inh: inhibitors of human GSK-3 alpha kinase; P49840; 0.1% of 320,000 active; inhibition, % at 10 µM; ADP-Glo luminescence, 60 min; AID 2650;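 in the data active = inhibition above about 50%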;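 note: GST-tagged GSK-3 alpha with peptide substrate and 25 µM ATP; 0% = DMSO neutral wells and 100% = GW8510 positive control wells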
Target sequence (P49840 whole entry, looked up): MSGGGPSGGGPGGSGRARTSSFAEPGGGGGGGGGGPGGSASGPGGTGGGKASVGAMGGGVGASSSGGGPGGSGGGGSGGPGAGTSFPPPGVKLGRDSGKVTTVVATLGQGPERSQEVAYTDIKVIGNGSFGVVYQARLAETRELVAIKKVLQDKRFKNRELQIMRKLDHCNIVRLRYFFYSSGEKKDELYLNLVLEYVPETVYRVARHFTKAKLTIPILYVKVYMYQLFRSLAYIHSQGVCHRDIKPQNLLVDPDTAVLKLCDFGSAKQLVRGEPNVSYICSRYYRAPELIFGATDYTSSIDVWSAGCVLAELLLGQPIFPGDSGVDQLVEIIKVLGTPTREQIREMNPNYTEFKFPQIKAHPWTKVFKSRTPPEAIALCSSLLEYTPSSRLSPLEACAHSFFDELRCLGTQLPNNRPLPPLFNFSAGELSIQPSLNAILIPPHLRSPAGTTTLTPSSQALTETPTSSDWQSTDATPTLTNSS
HSF1 inh: HSF1 inhibition | NIH3T3-HGL HSE-luciferase, MG132-induced, luminescence 8 h; hits give low values | activity change, negative = inhibition, % at 7.5 µM (by protocol) | 0.77% of 300,000 active | AID 2098;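 active = more than half of replicate wells show activity change below -50%, luminescence cut by over half; inconclusive = some wells, but at most half, below -50%; inactive = no replicate well below -50%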;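 note: luciferase reports HSF-1 transcriptional activity via heat shock element; 0% = median of DMSO wells and -100% = zero luminescence signal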
KLF5 inhibitor: suppresses KLF5 promoter-driven expression | 0.23% of 290,000 active | DLD-1 KLF5 promoter-luciferase reporter, luminescence | inhibition, % at 5 µM;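 active = inhibition above a per-plate limit of that plate's mean compound inhibition plus 3 SD, cut at about 60% in these data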;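 note: 0% = DMSO wells and 100% = LY294002 at 200 µM; higher means less KLF5 promoter-driven luciferase light; inactives centre near -14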
HSP90 inh: HSP90 refolding inhibition in rabbit reticulocyte lysate | luciferase refolding luminescence, 3 h | inhibition, % at 5.6 µM | 0.91% of 290,000 active;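 active = inhibition above the screen-wide mean plus 3 SD, computed separately per campaign, cut at about 16% in these data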;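 note: 0% = DMSO wells and 100% = 60 µM geldanamycin wells; inhibitors lower the luminescence because luciferase stays unfolded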
IEC-6 cytotox: IEC-6 cytotoxicity, counter-screen for KLF5 inhibitors. luminescence viability. inhibition, % at 5 µM. 0.78% of 290,000 active; in the data active = inhibition above about 22%;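 note: 0% = plate median of test compound wells and 100% = cytotoxic reference compound wells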
AI-2 QS mod: Vibrio harveyi AI-2 quorum sensing modulation; Vibrio harveyi JMH597 AI-2 luminescence/OD600 ratio, 9 h; hits give low values; strain lacks LuxN and CqsS sensors; 0 = neutral-control median; activity change, % at 7.5 µM; 0.4% of 300,000 active; AID 2094; in the data active = activity change below about -75%, passing the limit was not always enough; inconclusive = no clear call, values can overlap the other calls;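 note: luminescence divided by OD600 gain over 9 h not by final OD600 alone; inactives centre near 13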
* hit, by the source's call; ? = inconclusive; · = no result given.

Below each SMILES – HSF1 inh	HSF1 activator	AI-2 QS mod	KLF5 inhibitor	HSP90 inh	aSyn UTR inh	GSK3A inh	GSK3B inh	HIF activator	IEC-6 cytotox
- COc1ccc2nc(NC(=O)CSc3nc(C)cc(=O)[nH]3)sc2c1
    -7	3	27	-43	2	-51	12	-3	0.7	-11
- CSC(=NC1CCCCC1)NS(=O)(=O)c1ccccc1
    1	8	20	-13	3	-15	-1	-5	0.1	-6
- CC1C2CC(C(CN(C)C)/C2=N/O)C1(C)C (stereo unspecified)
    -1	28	25	-16	0	21	0	4	0.1	4
- CCOc1cc(-c2cc(N)n[nH]2)cc(OCC)c1OCC
    0	12	42	-9	-1	20	1	2	-0.2	2
- O=C(CCN1C(=O)/C(=C\c2cccs2)SC1=S)NC1=NCCS1
    4	44	22	-23	-2	-12	-1	1	2.8	-7
- Cc1ccc([N+](=O)[O-])c(OCC(=O)OCC(=O)c2ccccc2)c1
    -5	-5	21	-15	0	3	-1	-2	0.1	6
- CN(C(=O)COC(=O)c1ccc(Cl)nc1)C1CCS(=O)(=O)C1 (stereo unspecified)
    -1	15	12	-11	4	9	0	-1	-0.8	0
- CCOC(=O)C1Sc2[nH]c(=O)sc2C(c2ccc(Cl)cc2)C1C(=O)OCC (stereo unspecified)
    3	14	-1	-14	1	26	·	4	0.0	-1
- CC(C)(C)NC(=O)Cn1cnc([N+](=O)[O-])n1
    -1	-18	9	-4	-1	24	1	-1	0.1	-8
- CCOC(=O)C1=C(C)N(C)C(=S)NC1c1ccc(Cl)cc1 (stereo unspecified)
    8	17	9	-23	-2	14	0	2	0.4	-4
- O=C1Cc2ccccc2Sc2ccc(Cl)cc21
    4	-9	24	-31	-1	-10	-2	-1	-0.3	0
- Cc1ccc2cc3cc(C(=O)N4CC(C)CC(C)C4)oc3nc2c1 (stereo unspecified)
    13	17	23	-8	-1	-120	2	-4	0.7	1
- COc1ccc(S(=O)(=O)N2CCC(C(=O)NCc3ccccc3)CC2)cc1OC
    3	-5	12	-8	-3	-3	-4	2	-0.3	2
- COC(=O)c1cccc(NC(=S)Nc2ccccc2Cl)c1
    -10	1	27	-26	-4	-24	-3	6	3.8	7
- C/C(=N\NC(=O)c1cccc(Cl)c1)C1C(=O)c2ccccc2C1=O
    10	11	10	-36	-3	-120	-2	4	1.9	1
- Cc1ccc(C(=O)Nc2ccc3ncccc3c2)cc1
    -26	-31	17	45	50*	84*	-1	-1	-2.9	1
- CN(CC(=O)Nc1ccc(Cl)c(C(F)(F)F)c1)C(=O)CCN1C(=O)C2CCCCC2C1=O (stereo unspecified)
    9	18	4	·	·	17	-4	1	-0.7	·
- COc1ccc(S(=O)(=O)Nc2ccc(S(=O)(=O)N3CCCC3)cc2)cc1
    -5	1	29	-4	1	34	-4	4	-0.3	-7
- O=C(NN1C(=O)C2C3C=CC(O3)C2C1=O)c1ccncc1 (stereo unspecified)
    -1	-3	19	-23	-3	0	-1	2	-0.2	5
- COc1ccc(CC(NC(C)=O)C(=O)NC2CCN(S(=O)(=O)c3ccccc3)CC2)c(OC)c1 (stereo unspecified)
    7	-7	14	-8	17*	35	0	-1	-0.2	0
- COc1ccc(-c2nsc(SCC(=O)NCC3CCCO3)n2)cc1 (stereo unspecified)
    3	2	23	-16	0	-37	-1	0	1.0	2
- C=CCn1c(SCC(=O)Nc2ccc(Cl)cn2)nnc1C1CC1
    -3	28	1	-29	5	1	32	-2	-0.9	0
- O=C(CSC1CS(=O)(=O)c2cc([N+](=O)[O-])ccc21)NNC(=O)c1ccc(Cl)cc1 (stereo unspecified)
    16	61*	44	-35	-2	-7	0	0	-0.8	2
- CCC(C)NC(=O)CSc1nnc(-c2cc(-c3cccs3)nc3ccccc23)o1 (stereo unspecified)
    25	48	13	-23	-1	-20	-1	0	-0.2	-9
- CCC(=O)O[C@]1(C(=O)CCl)[C@@H](C)C[C@H]2[C@@H]3CCC4=CC(=O)C=C[C@]4(C)[C@@]3(F)[C@@H](O)C[C@@]21C
    -45	-54	21	14	2	-1	-4	2	-0.9	15
- CCCc1[nH]c2ccc(C#N)cc2c1CCC
    0	-5	20	15	0	22	1	-3	0.8	4
- COc1ccc(OC)c(NC(=O)C2CCCN2C(=O)OCc2ccccc2)c1 (stereo unspecified)
    3	22	10	-15	-1	24	·	-4	-0.4	2
- COc1cc2ccccc2cc1C(=O)Nc1ccc(N2CCOCC2)cc1
    14	4	21	12	5	-22	-3	1	1.3	3
- CCn1cc(CNC(=O)CCc2ccc(OC)cc2)cn1
    1	10	-7	-27	-2	13	-1	-1	-1.0	-8
- CSc1nnc(C)c(=O)n1COC(=O)COc1ccc(Cl)cc1
    -1	-6	24	-2	-10	-8	-3	5	-0.1	4
- O=C(CSc1nc2ccccc2c(=O)n1CCCN1CCOCC1)Nc1cccc(S(=O)(=O)N2CCCCCC2)c1
    6	18	-1	-11	-4	-3	-2	2	-0.9	-2
- Cc1ccc(C(=O)NC(=S)NCC2CCCO2)cc1Br (stereo unspecified)
    26	?	0	-18	-1	-155	0	-3	1.1	6
- Cn1c(=O)c2sc3c(c2n(CC(=O)Nc2ccccc2)c1=O)COC(C)(C)C3
    2	-18	5	-28	0	-15	0	1	-0.5	3
- O=c1nc(Nc2ccccc2)sc2ccc([N+](=O)[O-])cc12
    2	-3	23	-10	0	-9	-5	0	0.2	1
- Cc1c(Cl)cccc1NC(=O)c1nc(C)n(-c2cc(OC(C)C)c(Cl)cc2Cl)n1
    9	15	17	-2	1	7	0	0	1.1	0
- Cc1cc(C)cc(C(=O)OCC(=O)Nc2cccc(S(=O)(=O)NC3=NCCCCC3)c2)c1
    5	8	8	-20	-5	3	-3	0	0.0	-6
- CCn1nc(C)c(/C=N/NC(=O)c2c[nH]c3ccccc23)c1C
    -70*	-76	24	-60	4	-175	-3	1	2.5	10
- CC(=O)c1ccc(N2CCN(c3ccnc4cc(Cl)ccc34)CC2)cc1
    -15	-11	19	-20	2	-1	-2	-3	-0.4	7
- COc1cc2c(cc1OC)C(C)=NC1(CCCCC1)C2
    -5	-1	27	-6	-5	16	-2	2	0.1	-1
- C/C(=N\NC(=O)c1n[nH]c2c1CCC2)c1cccs1
    -3	22	17	75*	33*	107*	10	-11	-0.6	81*
- CCCc1cc(=O)[nH]c(SCC(=O)c2c(C)[nH]c3ccccc23)n1
    1	24	24	-28	4	18	-1	-4	0.1	1
- Cc1cccc2sc(NC(=O)C3CCN(S(=O)(=O)c4cc([N+](=O)[O-])ccc4Cl)CC3)nc12
    25	21	37	6	2	-16	0	-1	-0.4	-9
- COc1ccc(NS(=O)(=O)c2cccc(C(=O)N/N=C(\C)c3ccc(-n4ccnc4)cc3)c2)cc1
    -7	1	11	-20	0	-19	-3	0	-0.2	-2
- CC(C)(C)c1ccc(/C=N/NC(=O)C[n+]2ccccc2)cc1
    7	33	4	-13	2	-15	-1	-3	-2.7	-1
- CC(C(=O)Nc1ccc(S(=O)(=O)Nc2ncccn2)cc1)N1C(=O)c2ccccc2S1(=O)=O (stereo unspecified)
    -4	5	22	·	·	-3	-2	14	1.0	·
- CC(=O)OC(C(=O)N1CCN(c2ccccc2F)CC1)c1ccccc1 (stereo unspecified)
    0	25	14	0	2	-24	-1	-3	0.1	4
- NC(=O)c1ccsc1NC(=O)COC(=O)c1cc(Cl)ccc1O
    -1	6	-7	·	·	-25	-1	-3	0.3	·
- COc1ccccc1N1CCN(C(=O)Cn2nc3n(C)c4ccccc4n3c(=O)c2=O)CC1
    5	1	15	-4	0	0	-2	-8	-0.3	-4
- CCn1nc(C)c(CNC(=O)CCc2nnc(-c3ccc(C(C)=O)s3)o2)c1C
    -4	-9	17	-3	2	-17	-2	3	1.0	6
- Cn1nc(OC(=O)Nc2ccccc2)cc1C(F)(F)F
    4	25	22	-58	-4	-123	5	0	1.0	-1

Following part:
Below each SMILES – HSF1 inh	HSF1 activator	AI-2 QS mod	KLF5 inhibitor	HSP90 inh	aSyn UTR inh	GSK3A inh	GSK3B inh	HIF activator	IEC-6 cytotox
- Nc1ccc(Oc2ncccn2)c(Cl)c1
    -6	-9	12	-27	-3	2	-2	0	0.9	-5
- COc1ccc(-c2nc(SC)n(C)c(=O)c2C#N)cc1OC
    3	8	23	12	1	22	-2	4	-0.5	-1
- Cc1ccc(C)c(NC(=O)CCn2nc(C)cc2C)c1
    -4	4	13	-20	1	-5	0	2	0.2	-3
- CCN(CC)S(=O)(=O)c1ccc(C)c(NC(=O)Cn2cnc3cc([N+](=O)[O-])ccc3c2=O)c1
    5	4	17	-7	0	-6	·	1	-0.2	1
- Cc1nnc(SCC(=O)N2CCN(C(=O)c3ccco3)CC2)n1-c1ccccc1
    -3	-9	13	1	0	-6	-1	0	-0.5	-3
- O=C(CNC(=O)c1ccccc1)OC(C(=O)Nc1cc(C(F)(F)F)ccc1Cl)c1ccccc1 (stereo unspecified)
    2	6	23	6	1	15	-2	1	-1.1	-2
- CC(=O)Cc1nsc(NC(=O)c2cc(-c3ccc(Cl)c(Cl)c3)oc2C)n1
    1	0	21	-19	-1	-37	1	2	-0.2	-7
- CC(=O)Nc1ccc(NC(=O)COC(=O)c2n[nH]c3ccccc23)cc1
    2	8	22	-39	0	-25	-1	2	-0.4	2
- COc1ccc(CCNC(=O)c2cc(S(=O)(=O)N(C)c3ccccc3)ccc2Cl)cc1
    1	12	18	-34	6	17	0	1	0.3	-1
- Cc1cc2c(cc1S(=O)(=O)Nc1cccc(C)c1C)OCC(=O)N2
    -3	-17	-2	-17	-2	0	1	0	-0.4	0
- Fc1ccccc1NC(=S)N(CCCN1CCOCC1)Cc1cccnc1
    4	-5	6	14	1	15	1	-2	-0.1	-6
- CCOC(=O)c1c(-c2cccc3ccccc23)csc1NC(=O)C1C2CCC(O2)C1C(=O)O (stereo unspecified)
    -2	-2	7	-4	-9	3	-3	6	0.2	0
- COc1ccc(CC(=O)NC2CCCc3ccccc32)cc1 (stereo unspecified)
    -3	-5	10	-17	-2	12	-2	1	-0.5	4
- C/C(=C\c1ccc(C)o1)C(=O)c1c(C)cc(C)[nH]c1=O
    6	13	27	15	1	8	-1	3	-0.2	10
- Cc1oncc1C(=O)Nc1cccc(C#N)c1
    -8	-11	16	-6	-4	-4	-1	1	-0.4	-6
- Cc1ccc(C)c(NC(=O)c2cnn3ccccc23)c1
    -5	6	-8	-38	-5	23	2	0	1.3	-2
- O=C(Nc1ccc(N2CCOCC2)c(Cl)c1)c1ccc(-n2cnnc2)cc1
    -1	1	26	-7	6	3	-2	-2	-0.1	0
